Screening results (PubChem)
KKLEB cytotox – CF airway cell cytotoxicity counter-screen | KKLEB CF airway cells viability, ATPlite luminescence, overnight; hits give low values; cells stimulated with P. aeruginosa culture filtrate | activity change (cytotoxicity), % at 5 µM | hit rate 0.36% among 360,000;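 active = corrected activity change at or below -50% at 5 µM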
TRAIL sens C8 – sensitizes caspase-8 expressing cells to TRAIL; NB7+C8 cells + TRAIL, ATPlite viability luminescence; inhibition (viability loss, TRAIL sensitization), % at 10 µM; hit rate 1% among 360,000; AID 624354;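 active = compounds causing at least 50% loss of cell viability in the single-dose screen, relative to plate controls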
Shn3 3UTR inh – inhibitors of Schnurri-3 3'UTR reporter in osteoblasts. hit rate 0.52% among 360,000. inhibition, % at 12.5 µM. Clone20 osteoblast Shn3 3'UTR firefly luciferase, 24 h;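 active = mean inhibition of at least 75% with every replicate also reaching 75%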;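 also: 0% = median of neutral control wells and 100% = pilot-screen positive control compound; some compounds past the cut are filed as inactive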
NR2E3 ag-1 – agonists of human NR2E3 nuclear receptor. Q9Y5X4. AID 602229. CHO-S Gal4-NCOR/VP16-NR2E3 two-hybrid, luciferase. inhibition of corepressor binding, % at 3.98 µM. hit rate 0.35% among 360,000;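 active = inhibition above the mean of all tested compounds plus 3 SD, cut at about 70% in these data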;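 also: 0% = DMSO with NR2E3 transfected cells and 100% = cells lacking NR2E3 construct; higher means lower luciferase signal from less NR2E3 corepressor binding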
Target sequence (Q9Y5X4 whole entry, looked up, the tested form may be a part): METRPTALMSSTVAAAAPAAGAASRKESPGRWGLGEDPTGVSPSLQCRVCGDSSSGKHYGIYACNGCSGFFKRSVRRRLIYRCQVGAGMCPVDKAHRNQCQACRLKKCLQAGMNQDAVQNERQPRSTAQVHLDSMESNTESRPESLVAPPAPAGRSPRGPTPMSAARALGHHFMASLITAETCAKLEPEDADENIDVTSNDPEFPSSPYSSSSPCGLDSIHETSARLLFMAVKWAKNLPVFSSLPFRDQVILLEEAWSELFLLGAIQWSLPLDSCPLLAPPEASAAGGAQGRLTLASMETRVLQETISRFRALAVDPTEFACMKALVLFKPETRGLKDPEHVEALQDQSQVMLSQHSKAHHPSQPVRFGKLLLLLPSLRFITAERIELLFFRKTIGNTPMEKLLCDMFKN
Peg3 prom inh – reduces Peg3 promoter-driven luciferase expression in HeLa. hit rate 1.7% among 360,000. inhibition, % at 20 µM. AID 588405. HeLa PEG-Prom luciferase reporter, luminescence, overnight;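 active = inhibition of at least 50% at 20 µM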
CF NFkB inh – inhibitors of cystic fibrosis induced NF-kB. KKLEB NF-kB-GFP reporter, PAF-induced, GFP fluorescence overnight. inhibition, % at 5 µM. hit rate 0.86% among 360,000;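 active = at least 50% inhibition at 5 µM, scaled per plate between neutral and stimulator controls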;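 also: PAF is a Pseudomonas aeruginosa culture filtrate used as stimulus; plate controls were PAF-stimulated DMSO wells for no effect and unstimulated DMSO wells for full effect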
HIF-2a inh – HIF-2a inhibition. 786-0 RCC cells HIF-2a reporter, luciferase luminescence, overnight. inhibition, % at 18.8 µM. hit rate 0.72% among 360,000;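 active = inhibition of the luminescence signal of 40% or more relative to plate controls, in a single-dose primary screen at 18.75 µM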
TROY NFkB inh – blocks TROY-dependent signaling in reporter cells; Q293 LMP1-TROYcd NF-kB luciferase reporter, 4 h; inhibition, % at 10 µM; hit rate 0.98% among 360,000; AID 1347056;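 active = compounds whose plate-normalised and pattern-corrected inhibition of the luciferase reporter signal at the single screening dose is 50% or more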
TWEAK-Fn14 inh – TWEAK-Fn14 signaling inhibition; TWEAK-stimulated Fn14 reporter cells, luciferase luminescence, 8 h; inhibition, % at 10 µM; hit rate 2% among 360,000; AID 1159606; in the data active = inhibition above about 50%
NR2E3 ag-2 – NR2E3 (human) agonism | GST-NR2E3/biotin-RetCOR TR-FRET, 1536-well | inhibition of corepressor binding, % at 4.78 µM | hit rate 0.12% among 320,000 | AID 2300;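 active = percent inhibition above the cutoff of mean plus 3 SD of all tested compounds, set per screening campaign, cut at about 20% in these data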;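 also: 0% = DMSO wells and 100% = biotin wells as full block of FRET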
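Material: NR2E3–RetCOR corepressor complex / Amount: 1.35 nM GST-NR2E3 / Medium: Tris pH 7.5 / Compound: single nominal compound dose of 4.8 µM / Incubation: 5 h at 4 °C / Technique: TR-FRET, Eu(K)-anti-GST donor, streptavidin-D2 acceptor, ex 340, em 617/671 nm / Read-out basis: percent loss of FRET ratio relative to control wells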
MITF TRPM1 inh – MITF TRPM1 promoter inhibition in SK-MEL-5 cells; SK-MEL-5 TRPM1 promoter luciferase, 24 h; inhibition, % at 12.5 µM; hit rate 0.83% among 330,000; AID 488899;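 active = mean inhibition across replicates of 60% or more, whatever share of single replicates reaches that level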; also: values of inactives mirror those of a sister screen read the other way
* = called active by the depositor; . = not tested or not shown.

SMILES | KKLEB cytotox | TRAIL sens C8 | Shn3 3UTR inh | NR2E3 ag-1 | Peg3 prom inh | CF NFkB inh | HIF-2a inh | TROY NFkB inh | TWEAK-Fn14 inh | NR2E3 ag-2 | MITF TRPM1 inh
COc1ccc(-c2csc(NC(=O)c3ccccc3OC)c2C(=O)O)cc1OC | -9.2 | 13.3 | -50.2 | -10.4 | -9.9 | 9.1 | -7.3 | -3.3 | -18.2 | 3.8 | -8.7
NCCCCCC(=O)N/N=C/c1coc2ccccc2c1=O | 10.8 | -12.1 | -23.5 | -10.1 | 6.1 | 9.8 | 8.6 | -3.0 | -16.8 | 0.1 | 0.2
CCn1c(C)[n+](CC)c2ccc(S(=O)(=O)N(C)C)cc21 | 9.8 | -1.4 | 3.8 | 3.7 | 6.9 | 4.3 | 10.4 | -7.6 | -2.2 | 0.6 | 3.5
CCOC(=O)N1CCN(S(=O)(=O)N2CCCC(C(=O)NCCc3ccc(C)cc3)C2)CC1 (configuration not stated) | 6.9 | 8.7 | 10.0 | -11.7 | -4.5 | 0.7 | 0.6 | 7.8 | 5.0 | 4.8 | 3.7
CCC1(CC)NC(=O)N(CC(=O)OCC(=O)Nc2ccccc2OC(F)F)C1=O | -13.3 | -31.9 | 4.1 | -8.4 | 11.5 | -1.5 | -2.7 | -19.2 | -8.8 | 2.7 | 5.3
NCc1csc(Nc2cc(Oc3ccccc3)ncn2)n1 | 9.0 | 8.6 | -12.3 | 3.9 | -28.6 | 16.1 | -16.5 | -19.1 | -8.8 | . | .
CC1c2ccccc2SC(CCCN(C)C)c2ccccc21 (configuration not stated) | -3.9 | 6.0 | -4.8 | -6.7 | 17.0 | -6.4 | 10.7 | 1.8 | -14.3 | -1.3 | -15.7
Cc1ccc(SCC(=O)OCC(=O)NC2(C#N)CCCCC2)cc1 | -12.1 | -2.5 | 4.1 | -20.8 | -2.9 | 15.8 | 10.5 | -7.6 | 11.8 | . | 19.6
N#CCCN1CCN(S(=O)(=O)c2cc(Cl)ccc2Cl)CC1 | -0.3 | -7.4 | -5.5 | 23.1 | 6.2 | 11.2 | 16.8 | -4.7 | -17.9 | -1.7 | -8.6
CCCC(=O)Nc1nc2n(n1)C(c1ccccc1)CC(=O)N2 (configuration not stated) | -4.3 | -15.1 | -19.0 | 11.4 | -5.4 | -3.5 | 9.2 | -19.6 | -7.8 | -3.4 | 16.9
COC(=O)c1ccc(CN2CCN(Cc3ccc(C(=O)OC)o3)CC2)o1 | 6.1 | -11.2 | 1.1 | 3.0 | 18.6 | 1.9 | 14.8 | . | 9.4 | 0.9 | -0.8
COc1cc2c(cc1NC(=O)Nc1ccc(F)cc1)oc1ccccc12 | 11.4 | -1.8 | 9.7 | 5.3 | 0.0 | 3.1 | -33.4 | -11.8 | -3.4 | -1.5 | 6.9
CC(c1ccon1)N(C)C(=O)CCc1nnc(CCCCc2ccccc2)o1 (configuration not stated) | 1.5 | -6.9 | 9.7 | -22.7 | -10.0 | -4.5 | -21.3 | -14.6 | -15.0 | -0.7 | -5.3
CCOC(=O)CSc1nc(-c2ccccc2)cc(C(F)(F)F)n1 | 0.8 | -3.1 | -6.5 | -7.0 | 3.8 | 3.8 | 16.7 | -10.8 | 9.5 | 5.7 | 6.9
Cc1ccc(C(C)C)c(OCCNCCc2ccccc2)c1 | -22.8 | 20.9 | 15.3 | 44.6 | 40.0 | 19.7 | 7.2 | -22.1 | -17.0 | 4.3 | 45.9

A second format for 10 compounds above:
SMILES	KKLEB cytotox	TRAIL sens C8	Shn3 3UTR inh	NR2E3 ag-1	Peg3 prom inh	CF NFkB inh	HIF-2a inh	TROY NFkB inh	TWEAK-Fn14 inh	NR2E3 ag-2	MITF TRPM1 inh
CCn1c(C)[n+](CC)c2ccc(S(=O)(=O)N(C)C)cc21	9.8	-1.4	3.8	3.7	6.9	4.3	10.4	-7.6	-2.2	0.6	3.5
CCOC(=O)N1CCN(S(=O)(=O)N2CCCC(C(=O)NCCc3ccc(C)cc3)C2)CC1 (configuration not stated)	6.9	8.7	10.0	-11.7	-4.5	0.7	0.6	7.8	5.0	4.8	3.7
CCC1(CC)NC(=O)N(CC(=O)OCC(=O)Nc2ccccc2OC(F)F)C1=O	-13.3	-31.9	4.1	-8.4	11.5	-1.5	-2.7	-19.2	-8.8	2.7	5.3
NCc1csc(Nc2cc(Oc3ccccc3)ncn2)n1	9.0	8.6	-12.3	3.9	-28.6	16.1	-16.5	-19.1	-8.8	.	.
CC1c2ccccc2SC(CCCN(C)C)c2ccccc21 (configuration not stated)	-3.9	6.0	-4.8	-6.7	17.0	-6.4	10.7	1.8	-14.3	-1.3	-15.7
Cc1ccc(SCC(=O)OCC(=O)NC2(C#N)CCCCC2)cc1	-12.1	-2.5	4.1	-20.8	-2.9	15.8	10.5	-7.6	11.8	.	19.6
N#CCCN1CCN(S(=O)(=O)c2cc(Cl)ccc2Cl)CC1	-0.3	-7.4	-5.5	23.1	6.2	11.2	16.8	-4.7	-17.9	-1.7	-8.6
CCCC(=O)Nc1nc2n(n1)C(c1ccccc1)CC(=O)N2 (configuration not stated)	-4.3	-15.1	-19.0	11.4	-5.4	-3.5	9.2	-19.6	-7.8	-3.4	16.9
COC(=O)c1ccc(CN2CCN(Cc3ccc(C(=O)OC)o3)CC2)o1	6.1	-11.2	1.1	3.0	18.6	1.9	14.8	.	9.4	0.9	-0.8
COc1cc2c(cc1NC(=O)Nc1ccc(F)cc1)oc1ccccc12	11.4	-1.8	9.7	5.3	0.0	3.1	-33.4	-11.8	-3.4	-1.5	6.9

The list goes on.
SMILES | KKLEB cytotox | TRAIL sens C8 | Shn3 3UTR inh | NR2E3 ag-1 | Peg3 prom inh | CF NFkB inh | HIF-2a inh | TROY NFkB inh | TWEAK-Fn14 inh | NR2E3 ag-2 | MITF TRPM1 inh
CCOc1ccc(C(=O)CCC(=O)NCC(=O)OCc2ccccc2)cc1OCC | 13.4 | 4.5 | 16.4 | -12.8 | 21.3 | 0.7 | 5.1 | 4.0 | 10.2 | 2.8 | 6.5
O=C(CSc1nc2ccccc2s1)N/N=C/c1cc([N+](=O)[O-])ccc1O | 1.0 | 30.7 | -30.0 | -3.6 | 18.8 | 6.2 | 9.0 | 23.8 | 2.9 | 0.1 | 21.7
COc1cc([N+](=O)[O-])ccc1NC(=S)NC(=O)CC(C)(C)C | 12.9 | 5.7 | -7.4 | -20.7 | -17.2 | -19.6 | -97.7 | -47.6 | 19.4 | -1.5 | -28.0
CN(C)S(=O)(=O)c1cccc(NC(=O)COC(=O)c2cc(=O)[nH]c(=O)[nH]2)c1 | -5.2 | -0.8 | -15.1 | -15.2 | -12.9 | -7.8 | 11.0 | 2.8 | -7.8 | 3.0 | -1.2
O=C(Cc1sc(Nc2ccccc2)nc1-c1ccccc1)NCc1ccccn1 | 8.2 | 4.1 | -39.3 | -94.5 | -236.8 | -14.1 | -270.4 | -48.3 | 17.0 | -0.2 | -48.7
O=C(CN1CCOCC1)Nc1ccc(Oc2ccccc2)cc1 | 7.0 | 7.4 | 1.2 | -9.9 | -31.6 | -13.0 | -15.2 | -0.1 | -16.4 | 3.0 | -6.3
Cc1cccc(-c2nsc(SCC(=O)NCc3ccc4c(c3)OCO4)n2)c1 | 7.9 | 2.2 | -7.5 | -10.5 | -45.2 | -2.1 | -81.2 | -21.4 | -21.1 | -1.2 | 1.2

Not all compounds are listed; the hit share may differ from the screen's.
